uPA surface inh: qHTS for Inhibitors of Cell Surface uPA Generation. Potency, µM (top dose mostly 38.3 µM), for inactives: at the top dose activity change, negative = inhibition, usual class: inhibitors. cell surface uPA generation assay, qHTS. actives 0.31% (n = 330,000); active = well fitted inhibition curve with a large enough effect; inconclusive = small, poorly fitted or top-dose-only effect; inactive = no such curve, though single readings can be large or run the other way; tested in mouse RAW 264.7 cells; note: potency is the fitted concentration of half-maximal effect; % is set by controls: 0 for no effect and ±100 for the full control effect; nearly all actives have a fitted effect of over 55% in size
TSHR antagonist: Antagonists of the Thyroid Stimulating Hormone Receptor: HTS campaign | Thyrotropin receptor (Homo sapiens), P16473 | TSHR-expressing cells, TSH-stimulated cAMP HTRF, 2 h; active compounds read low | activity change, negative = inhibition, % at 11.5 µM | actives 0.2% (n = 330,000) | AID 504810, 2011;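 active = activity change below a set negative limit, meaning inhibition stronger than a set level, cut at about -70% in these data; inconclusive = activity change between two set negative limits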; note: % is set by controls: 0 for no effect and ±100 for the full control effect
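TSHR-expressing cells were treated with compounds, then stimulated with TSH at EC80 (4nM final) for 2 hours at 37 deg C. Cellular cAMP was measured by HTRF competition between lysate cAMP and cAMP-d2 for a cryptate-labelled anti-cAMP antibody.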
TCR activator: Activators of T cell receptors: qHTS campaign; primary human leukocytes, anti-CD3, IL-2 HTRF, 48 h; Potency, µM (highest dose often 9.22 µM), inactives show at the top dose activation of IL-2 secretion, actives largely listed as activators; 330,000 tested, under 10 active; AID 504894, 2011; note: % of control where 0% means no effect
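Compounds are tested in HTS on primary human leukocytes co-incubated with a-CD3 beads for 48 hr. IL-2 output is measured by time-resolved FRET.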
TSG101-PTAP inh: qHTS Assay for Iinhibitors of HIV-1 Budding by Blocking the Interaction of PTAP/TSG101; Tumor susceptibility gene 101 protein (Homo sapiens), Q99816; Fluorescence polarization, FITC-PTAP peptide / Tsg101 binding; Potency, µM (series often up to 115 µM), without a hit: at the top dose activity change, negative = inhibition, hits mostly inhibitors; 340,000 tested, under 10 active; active = well fitted inhibition curve with a large enough effect in the main read-out, with a control signal flat, not every such curve was filed as active; inconclusive = small, poorly fitted or top-dose-only effect, or effect the other way, or a change in a side signal; inactive = no such curve, though single readings can be large or run the other way; note: potency is the fitted concentration of half-maximal effect; % of control where 0% means no effect
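FP read-out: FITC-PTAP peptide, 50 nM final, binding Tsg101 binding domain, 10 uM final; 20 min, r.t.; 10 mM HEPES pH 7.5, 0.15 M NaCl, 0.01% Tween 20, 3 mM EDTA, 0.1 mM TCEP.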
Tb PFK inh: qHTS Assay to Find Inhibitors of T. brucei phosphofructokinase; T. brucei PFK, ADP-Glo luminescence; actives 0.17% (n = 330,000); Potency, µM (series often up to 57.5 µM), without a hit: at the top dose activity, negative = inhibition, usual class: inhibitors; ATP-dependent 6-phosphofructokinase (Trypanosoma brucei brucei), O15648;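 note: potency is the fitted concentration of half-maximal effect; 0% = uninhibited 1x PFK enzyme wells and -100% = no-enzyme wells; nearly all actives have a fitted effect of over 60% in size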
Target sequence (O15648 whole entry, looked up): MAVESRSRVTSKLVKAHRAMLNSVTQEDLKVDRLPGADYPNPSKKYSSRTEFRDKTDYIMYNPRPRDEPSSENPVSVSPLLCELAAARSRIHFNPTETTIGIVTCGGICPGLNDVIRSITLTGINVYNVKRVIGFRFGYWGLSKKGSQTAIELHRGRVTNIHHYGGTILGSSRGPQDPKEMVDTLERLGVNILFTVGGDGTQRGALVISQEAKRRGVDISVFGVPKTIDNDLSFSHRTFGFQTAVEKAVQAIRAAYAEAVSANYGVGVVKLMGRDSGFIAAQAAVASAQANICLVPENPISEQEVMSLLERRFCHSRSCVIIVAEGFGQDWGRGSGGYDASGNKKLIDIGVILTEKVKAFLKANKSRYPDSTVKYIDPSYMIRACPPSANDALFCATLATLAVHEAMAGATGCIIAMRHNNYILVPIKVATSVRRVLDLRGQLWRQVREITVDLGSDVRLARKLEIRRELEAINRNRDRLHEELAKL
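1.25 nM PFK with 0.5 mM F6P and 0.1 mM ATP in 0.1 M TEA pH 8.0, 5 mM MgCl2, incubated 45 min at room temperature; ADP measured by ADP-Glo luminescence; compounds titrated up to 57 uM.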
B2AR arrestin: qHTS assay of beta-arrestin-biased ligands of beta2-adrenergic receptor. Potency, µM (doses to about 46.1 µM), for the others: at the highest dose activation, hits mostly activators. AID 492947, 2010. actives 0.02% (n = 330,000). Beta-2 adrenergic receptor (Homo sapiens), P07550. beta-arrestin recruitment to beta2AR, cell-based reporter;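 note: potency is the fitted concentration of half-maximal effect; 0% = DMSO controls and full agonism = EC100 isoproterenol or metaproterenol; nearly all actives have a fitted effect of over 65% in size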
Target sequence (P07550 whole entry, looked up): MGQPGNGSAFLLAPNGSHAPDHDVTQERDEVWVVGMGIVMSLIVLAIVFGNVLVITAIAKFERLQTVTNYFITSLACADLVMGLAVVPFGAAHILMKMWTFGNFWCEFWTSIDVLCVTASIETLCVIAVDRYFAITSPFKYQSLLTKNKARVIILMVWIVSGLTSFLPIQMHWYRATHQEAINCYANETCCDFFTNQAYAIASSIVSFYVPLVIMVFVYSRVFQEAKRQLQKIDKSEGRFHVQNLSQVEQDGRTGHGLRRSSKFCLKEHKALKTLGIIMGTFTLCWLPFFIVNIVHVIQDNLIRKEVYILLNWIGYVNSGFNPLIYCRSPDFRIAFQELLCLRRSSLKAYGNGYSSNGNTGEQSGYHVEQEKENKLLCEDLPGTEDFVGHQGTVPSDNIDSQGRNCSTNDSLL
USP2a block: qHTS Assay for Inhibitors of Ubiquitin-specific Protease USP2a Using CHOP2 as the Reporter. actives 0.01% (n = 330,000). USP2 core, Ub-CHOP2 coupled fluorogenic reporter, 485/531. Ubiquitin carboxyl-terminal hydrolase 2 (Homo sapiens), O75604. AID 463254, 2010. Potency, µM (series often up to 38.3 µM), for the others: at the top dose activity change, negative = inhibition, actives largely listed as inhibitors;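 note: potency is the fitted concentration of half-maximal effect; plate controls were DMSO wells for no effect and full inhibition by NEM control for full effect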
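Cell-free coupled assay: 10nM USP2 core preincubated 30min RT with compound in Tris-HCl pH 8.0/CaCl2/CHAPS buffer, then 25nM Ub-CHOP2 and 25nM reporter substrate; fluorescence (Ex 485/Em 531) read after 60min RT, normalized to NEM inhibition, concentration-response curves fitted.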
ELG1 repair inh: qHTS screen for small molecules that inhibit ELG1-dependent DNA repair in human embryonic kidney (HEK293T) cells expressing luciferase-tagged ELG1; HEK293T ELG1-luciferase reporter, luminescence, 16 h; DNA damage induced by 5-fluorouridine; Potency, µM (doses to about 46.1 µM), for the others: at the top dose activity change, negative = inhibition, hits mostly inhibitors; actives 2.3% (n = 330,000); AID 504467, 2011; note: potency is the fitted concentration of half-maximal effect; % is set by controls: 0 for no effect and ±100 for the full control effect; nearly all actives have a fitted effect of over 55% in size
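5-Fluorouridine DNA damage + compound/DMSO, 2,000 cells/well, 16 h, 37 °C/5% CO2. ONE-Glo, 30 min RT, luminescence. Readout = decrease in reporter signal.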
Eya2 inh: qHTS Assay for Inhibitors of the Phosphatase Activity of Eya2 | Protein phosphatase EYA2 (Homo sapiens), O00167 | recombinant Eya2, OMFP fluorescence dephosphorylation (OMFP is methylfluorescein phosphate) | Potency, µM (top dose mostly 76.9 µM), for inactives: at the top dose activity, negative = inhibition, usual class: inhibitors | actives 0.006% (n = 330,000) | AID 488837, 2010; note: potency is the fitted concentration of half-maximal effect; % is set by controls: 0 for no effect and ±100 for the full control effect
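Eya2 protein (added as 0.2 uM solution) was preincubated with compound for 10 min at ambient temperature in 50 mM HEPES pH 7.5, 50 mM NaCl, 5 uM MgCl2, 0.05% BSA, 1 mM DTT. OMFP (added at 50 uM) then reacted 10 min; fluorescence read at 485/525 nm.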
Chronic BCR inh: qHTS Assay to Find Inhibitors of Chronic Active B-Cell Receptor Signaling; ABC-DLBCL IkBa-CBG/CBR reporter, luminescence ratio, 4 h; Potency, µM (top dose mostly 46.1 µM), inactives show top-dose ratio change, negative = lower green/red ratio, actives largely listed as inhibitors; actives 0.05% (n = 340,000); AID 493014, 2011; active = well fitted inhibition curve with a large enough effect in the signal ratio, with a control signal flat, not every such curve was filed as active; inconclusive = small, poorly fitted or top-dose-only effect, or effect the other way, or a change in a side signal; the % refers to the signal ratio;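 note: potency is the fitted concentration of half-maximal effect; plate controls were basal doxycycline-induced cells for no effect and cells given 10 µM MG132 for full effect; MG132 reads +100%, hits lower the ratio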
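TMD8 ABC-DLBCL cells carrying doxycycline-inducible green luciferase fused to IkappaBalpha plus unfused red luciferase were exposed to compounds (up to 46 uM) for 4 hrs at 37C. Activity came from the overlap-corrected green/red luminescence ratio.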
Mito fusion yeast: qHTS Assay for Small Molecule Inhibitors of Mitochondrial Division or Activators of Mitochondrial Fusion; S. cerevisiae fusion-defective mutant growth rescue, CellTiterGlo 48 h; actives 0.23% (n = 320,000); Potency, µM (highest dose often 46.1 µM), inactives show at the top dose growth rescue (activation), usual class: activators;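 note: potency is the fitted concentration of half-maximal effect; % of control where 0% means no effect; nearly all actives have a fitted effect of over 45% in size; temperature-sensitive fusion mutants such as fzo1-1 at 37 °C on non-fermentable ethanol glycerol medium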
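Growth-rescue viability read-out: after 48 h at the non-permissive 37C in glycerol/ethanol YPEG, yeast mitochondrial fusion mutants are measured by CellTiterGlo luminescence; compounds (23 nl pinned per well) restoring growth score as division inhibitors or fusion activators.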
* hit, by the source's call; ? = inconclusive; . = not tested or not shown; [ ] = remark or other dose. Unless noted, calls come from the whole dose curve; as a rule, active = well fitted curve in the direction sought with a large enough effect; inconclusive = small, poorly fitted or top-dose-only effect, or another doubt; inactive = no such curve, though single readings can be large; an effect the other way counts as inactive or inconclusive.

Results follow in this order: uPA surface inh, TSHR antagonist, TCR activator, TSG101-PTAP inh, Tb PFK inh, B2AR arrestin, USP2a block, ELG1 repair inh, Eya2 inh, Chronic BCR inh, Mito fusion yeast
- Cc1cc(C)n2nc(CNS(=O)(=O)c3ccc(C)c(C)c3)nc2n1
→ 0%, 9, -3%, -1%, 1%, 5.7%, 1%, 18%, 1%, 0%, 2%
- CC(C)N1CC(C(=O)Nc2ccc(Br)c(Cl)c2)CC1=O (configuration not stated)
→ -5%, -11, -55%, -7%, -14%, -0.3%, 0%, 16%, -29%, 0%, -3%
- CCCCN(C1CCS(=O)(=O)C1)S(=O)(=O)c1cccs1 (configuration not stated)
→ -1%, 5, -2%, -4%, 0%, -0.9%, 1%, -1%, -5%, -24%, -14%
- CCN(CC)CCOc1ccc2nc(N(C)C)sc2c1
→ 4%, -4, 5%, 1%, 0%, -2.1%, 0%, 16%, -2%, 9%, -3%
- Cc1cccc(C(=O)C2CCOC(C)(C)C2)c1 (configuration not stated)
→ -3%, -2, 9%, -1%, 0%, -1.1%, 4%, 4%, 11%, -8%, 1%
- CCCn1c(SCC(=O)c2cc(C)n(-c3ccc4c(c3)OCO4)c2C)n[nH]c1=O
→ 0%, -10, 5%[46.1 µM], -1%, 0%, 0.3%, 2%, ?, -3%, ?, 8%
- COc1ccc(CNC(=O)C(Cc2ccccc2)n2cccc2)cc1 (configuration not stated)
→ 4%, -18, 4%, 0%, 0%, 0.5%, 0%, 6%, -8%, -3%, -15%
- CC(C)Sc1nc2[nH]ncc2c(=O)[nH]1
→ -1%, 20, 2%, -1%, 0%, -0.1%, 0%, 12%, 6%, 2%, -1%
- N#C/C(=C/c1ccc(Sc2nc3ccccc3[nH]2)o1)c1cccc(Br)c1
→ -11%, -25, 5%, -3%, 3%, -0.3%, 3%, ?, 7%, 3%, 18%
- COCCNC(=O)C1CC2Cn3c(nc4cc(C)c(C)cc43)C2N1C (configuration not stated)
→ -13%, 14, 3%, -9%, -12%, -0.1%, 4%, ?, 8%, -1%, -4%
- CCN(CC)C(=S)SCC(=O)NC12CC3CC(CC(C3)C1)C2
→ -1%, -25, -3%[46.1 µM], 0%, 0%, -0.7%, -1%, 6%, -5%, 6%, ?
- CCc1nc(N[C@H](C(=O)O)C(C)CC)c2oc3ccccc3c2n1 (some centres not stated)
→ 0%, -24, 0%, -5%, 1%, -0.8%, 0%, -4%, -3%, 10%, -1%
- CC(C)CC(=O)NS(=O)(=O)c1ccc(NS(C)(=O)=O)cc1
→ 8%, 3, -4%, 0%, -8%, -0.3%, 3%, 0%, 1%, ?, 0%
- Cc1cc(C(=O)COC(=O)Cc2n[nH]c(=O)c3ccccc23)c(C)n1CC(F)(F)F
→ 0%, -7, ., 0%, 1%, 0.4%, 1%, 3%, -7%, -12%, 3%
- Cn1c(/C(C#N)=C(\O)c2cccc(F)c2)nc2ccccc21
→ -7%, -2, ., 0%, 1%, -0.1%, -1%, 21%, 14%, 1%, 3%
- O=C(COC(=O)Cc1c[nH]c2ccccc12)Nc1cccc2ccccc12
→ 4%, 8, -4%, 1%, -3%, -1.0%, 1%, 9%, 1%, -24%, 3%
- O=C(NO)c1ccccc1C(F)(F)F
→ -3%, 6, 0%, -1%, 1%, 0.1%, 0%, -3%, 2%, -1%, 2%
- COc1ccc(CN2CC(C(=O)NCCN3CCN(c4ccccc4F)CC3)CC2=O)cc1 (configuration not stated)
→ 0%, 4, -3%, -2%, -2%, -0.4%, 3%, 2%, -14%, 26%, -1%
- Cc1nn(Cc2ccc(Cl)cc2)c2sc(C(=O)O)cc12
→ 0%, -8, -6%, -11%, -5%, -0.2%, 9%, ?, 13%, 5%, 4%
- Cc1cc(OCC(=O)OCC(=O)N(C)c2c(N)n(Cc3ccccc3)c(=O)[nH]c2=O)ccc1Cl
→ 15%, 4, 2%, 2%, -11%, -0.1%, 9%, 11%, 17%, -6%, -1%
- CSCC[C@H](NC(=O)[C@H](Cc1ccccc1)n1c(=O)[nH]c2ccccc2c1=O)C(=O)N[C@@H](Cc1ccccc1)C(=O)O
→ -3%, 0, 13%, -3%, 3%, -1.0%, 4%, 14%, 7%, 0%, 1%
- Clc1ccc(-c2nnc3n2CCCS3)cc1
→ 3%, -1, -5%, -4%, 1%, 0.5%, -1%, 2%, -34%, -1%, 2%
- CC1CCc2c(sc(NC(=O)CSc3ncn[nH]3)c2C#N)C1 (configuration not stated)
→ ?, 0, -2%, -2%, -1%, -0.5%, 2%, -23%, -6%, ?, 10%
- CCCCn1c(SCc2ncc(-c3ccccc3)o2)nc2cc(S(N)(=O)=O)ccc21
→ -12%, -23, ., 6%, 0%, 0.1%, -13%, ?, 9%, ?, 1%
- COc1cc2[nH]c(=O)c(C(=O)NCCCN3CCCCC3)c(O)c2cc1OC
→ 5%, -4, 1%, 4%, -3%, -0.5%, 1%, ?, -4%, -2%, 0%
- CCNC(=S)N(CCCO)Cc1cc2cc3c(cc2[nH]c1=O)OCCO3
→ -1%, -6, -4%, 2%, -1%, -0.4%, -1%, 2%, -7%, -18%, 2%
- COCCN(C(=O)CNC(=O)c1ccco1)C(C(=O)NC1CCCCC1)c1cccnc1 (configuration not stated)
→ -1%, -9, 2%, -5%, -2%, -0.1%, 0%, 16%, -24%, ?, 2%
- CCc1cccc(NC(=O)CCCCCC2NC(=O)NC2C)c1 (configuration not stated)
→ 5%, 19, -2%, -1%, -3%, -0.1%, 8%, 8%, 1%, 6%, 10%
- C=CCN1C(=O)/C(=c2\sc3nc(=O)c(Cc4ccccc4Cl)nn3c2=O)c2ccccc21
→ 0%, -1, -4%, -1%, -6%, -0.4%, 3%, ?, -2%, -7%, -4%
- CCC(CC)C1C(C#N)=C(N)Oc2n[nH]c(C)c21 (configuration not stated)
→ ., -8, 11%, -1%, 4%, -0.1%, 3%, 0%, -7%, ?, -12%
- COc1ccc(C(=O)Nc2cc(C(F)(F)F)ccc2-n2cncn2)cc1
→ 2%, -2, 2%, -3%, 0%, -0.2%, 1%, -19%, 16%, 1%, 6%
- Fc1cccc(CSc2ccc(-c3ccc4c(c3)OCO4)nn2)c1
→ -27%, -11, -5%[46.1 µM], -3%, -4%, -0.7%, 0%, ?, 1%, ?, -14%
- COc1ccc2cc(/C=N/NC(=O)c3ccc(CN(c4cccc(Cl)c4Cl)S(C)(=O)=O)cc3)c(Cl)nc2c1
→ ?, 19, -1%, 2%, 1%, 0.0%, 0%, -16%, 6%, 0%, -5%
- CC(C)(C)c1ccc(C(=O)N2CCC(C(=O)NC3CCCCCC3)CC2)cc1
→ -3%, -1, -4%, -2%, -1%, -0.4%, 0%, ?, 6%, -14%, 11%
- COc1ccc(NC(=O)c2ccc(NC(=O)COC(=O)CC(NC(=O)c3ccccc3Cl)c3ccccc3)cc2)cc1 (configuration not stated)
→ -2%, -2, 6%, -5%, -1%, 2.8%, -8%, ?, -2%, -1%, -10%
- Cc1cc(C)n(-c2n[nH]c(C)c2[N+](=O)[O-])n1
→ 3%, 20, -1%, 1%, 2%, -0.1%, 0%, 14%, -1%, -9%, 5%
- Cc1ncsc1CCC(=O)N1CCCC(Nc2ccc(F)c(F)c2)C1 (configuration not stated)
→ -2%, -10, 1%, -3%, -1%, -0.4%, 5%, -7%, 5%, 8%, 3%
